NF-kB neuron act = NF-kB expression increase, human neuronal cells; NF-kB reporter expression; stronger effect = higher value; fold change at 12.5 µM; 190,000 compounds, 1.6% hits; AID 1239; in the data active = fold change above about 3.3
APP 5UTR inh = APP translation inhibition; SH-SY5Y APP 5'UTR-luciferase reporter, luminescence; inhibition, % at 2 µM; 190,000 compounds, 0.82% hits; AID 1285;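 active = inhibition above a set limit, derived from the sample mean plus 3 SD, cut at about 45% in these data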; also: values of inactives mirror those of a sister screen read the other way
Hsp70 activator = transcriptional activators of Hsp70. HeLa Hsp70 promoter luciferase reporter, luminescence; scaled: vehicle 0, proteasome-inhibitor control 100%. activation, % at 10 µM. 200,000 compounds, 0.04% hits;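 active = activation above the mean across all tested compounds plus 3 SD, cutoff set per campaign, cut at about 5.5% in these data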;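 also: 100% = MG132 at 30 µM as the positive control and 0% = DMSO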
STAT3 inh = inhibitors of IL-6 induced STAT3 signaling; 190,000 compounds, 0.89% hits; U3A cells, IL-6 STAT3-luciferase reporter, luminescence; host cell line lacks STAT1; inhibition, % at 5.5 µM;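 active = inhibition above the mean inhibition across all screened compounds plus 3 SD, cut at about 44% in these data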;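 also: 0% = DMSO only wells and 100% = 100 µM nifuroxazide control wells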
FLuc inh counter = inhibits firefly luciferase, flagging false hits in luciferase inhibition screens; P08659; ATPLite firefly luciferase biochemical luminescence, 10 min; inhibition, % at 10 µM; 200,000 compounds, 1.5% hits;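 active = inhibition above about 50% when tested at 10 µM, limit read from the data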
Target sequence (P08659 whole entry, looked up): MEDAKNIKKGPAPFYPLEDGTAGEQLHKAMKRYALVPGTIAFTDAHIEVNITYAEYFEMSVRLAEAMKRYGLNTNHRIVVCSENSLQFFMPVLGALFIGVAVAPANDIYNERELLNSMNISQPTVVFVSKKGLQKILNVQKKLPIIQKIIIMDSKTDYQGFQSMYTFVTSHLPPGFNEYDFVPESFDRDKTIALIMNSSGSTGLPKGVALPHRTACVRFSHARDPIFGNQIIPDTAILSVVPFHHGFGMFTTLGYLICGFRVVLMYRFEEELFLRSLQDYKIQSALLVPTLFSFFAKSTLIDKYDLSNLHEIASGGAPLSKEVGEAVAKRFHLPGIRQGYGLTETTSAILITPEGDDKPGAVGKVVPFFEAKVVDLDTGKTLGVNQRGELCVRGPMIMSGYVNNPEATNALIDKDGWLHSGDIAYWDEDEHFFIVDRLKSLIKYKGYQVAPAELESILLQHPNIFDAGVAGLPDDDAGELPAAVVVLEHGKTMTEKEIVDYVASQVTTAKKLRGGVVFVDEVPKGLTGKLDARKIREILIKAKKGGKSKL
APP 5'UTR act = APP 5'UTR luciferase reporter activation; activation, % at 2 µM; SH-SY5Y APP 5'UTR luciferase reporter, luminescence; zero percent = DMSO vehicle wells; 190,000 compounds, 1% hits; AID 1276;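 active = activation above a set limit, based on mean plus 3 SD of controls, cut at about 140% in these data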; also: values of inactives mirror those of a sister screen read the other way
STAT1 activator = STAT1 signaling activation | 200,000 compounds, 2.6% hits | AID 932 | NIH 3T3 STAT1-luciferase reporter, IFN-gamma, luminescence; 100% = IFN-gamma alone, no compound | activation (% of control), % at 5.5 µM;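 active = activation above the screen-wide mean activation plus 3 SD, cut at about 130% in these data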;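 also: raw ratio to IFN-gamma control signal so 100% means no change and 0% no light; values of inactives mirror those of a sister screen read the other way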
RAM network inh = yeast RAM network inhibition | S. cerevisiae dse1pr::URA3 reporter, 5-FOA growth OD615, 2 d; analog-sensitive cbk1-as2 kinase mutant strain | inhibition, % at 50 µM | 190,000 compounds, 1.8% hits | AID 868;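 active = inhibition above a set limit, 3 SD over mean compound inhibition, cut at about 8.4% in these data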;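 also: 0% = DMSO-only wells with no growth and 100% = 10 µM 1-NA-PP1 full growth; inhibition rescues growth on 5-FOA so higher OD means more RAM inhibition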
STAT1 inh = inhibitors of IFN-gamma induced STAT1 signaling | NIH 3T3 STAT1-luciferase reporter, luminescence | inhibition, % at 5.5 µM | 200,000 compounds, 0.35% hits | AID 920;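 active = inhibition above a set limit, the mean inhibition across all tested compounds plus 3 SD, cut at about 34% in these data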;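 also: 0% = IFN-gamma with DMSO and 100% = IFN-gamma with 300 µM nifuroxazide; values of inactives mirror those of a sister screen read the other way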
STAT3 act = increases IL-6 driven STAT3 reporter signal | U3A cells, IL-6 STAT3-luciferase reporter, luminescence; 100% = signal with IL-6 EC80 alone | activation (% of control), % at 5.6 µM | 190,000 compounds, 0.91% hits;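 active = activation above the screen-wide mean of compound activation plus 3 SD, cut at about 130% in these data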;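 also: 0% = background luminescence of wells with medium and substrate only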
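system = STAT3-luciferase reporter U3A cells | reagent = IL-6 stimulus at 33 ng/mL final | timing = 1 h compound pre-exposure, 6 h IL-6 stimulation, 37 °C | measured by = luminescence | evaluation = % activation versus median of IL-6-stimulated wells | control set = IL-6-only wells as 100% reference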
Starred values were filed as active, the others as inactive; nt = not tested or not shown.

SMILES	NF-kB neuron act	APP 5UTR inh	Hsp70 activator	STAT3 inh	FLuc inh counter	APP 5'UTR act	STAT1 activator	RAM network inh	STAT1 inh	STAT3 act
Nc1ccccc1OCCOCCOc1ccccc1N	1.8	8	-0.5	3	0	-8	106	0.9	-6	103
Cc1cc(C)c(C(N)=O)c(SCC(=O)c2cc(C)c(C)cc2C)n1	0.96	-5	0.5	11	-4	5	103	4.1	-4	89
Clc1cccc(C2CCN(Cc3nc(COc4ccccc4)no3)C2)c1 (configuration not stated)	1	-6	-0.2	3	-3	6	99	1.0	-1	102
COCc1cc(C)nc2sc(C(=O)Nc3nccs3)c(N)c12	1.5	-43	-0.1	-1	6	43	132*	1.8	-35	105
CCCCC(=O)NCc1ccc2c(c1)cc(C)n2C	0.74	11	-0.2	1	2	-11	98	3.6	2	103
COc1ccc(Cn2c(-c3ccc(OC)c(O)c3)nc3ccccc32)cc1O	1.3	-43	-0.3	-6	3	43	108	0.1	-8	111
O=C(COC(=O)c1cnccn1)NCc1ccccc1	1	3	-0.1	-3	-6	-3	104	-0.9	-4	105
COc1ccccc1N(CC(=O)NC(C)(C)C)C(=O)c1ccc(Cl)nc1	1.6	12	-0.1	7	-7	-12	91	-0.2	8	96
Cc1ccc(NC(=O)c2ccccc2-c2cc(C)no2)cc1	0.8	14	-0.3	18	8	-14	92	0.6	8	91
C=CCn1c(-c2ccc(=O)n(Cc3ccccc3)c2)n[nH]c1=S	0.91	5	0.0	1	-4	-5	93	2.2	6	103
COCC(=O)N(C)C1(c2nnnn2CCOC(=O)Nc2ccc(Cl)cc2)CCCC1	1.2	0	0.6	11	-2	0	98	0.0	2	93
O=C(NCc1cccnc1)c1ccc(-c2cccc(Cl)c2Cl)o1	1.1	3	-0.3	6	-5	-3	109	-0.8	-11	99
COc1ccc(-c2cc(CNS(=O)(=O)c3ccccc3)on2)cc1	1.2	-14	0.1	3	2	14	97	0.4	3	102
O=C(Nc1c(C(=O)C2CC2)oc2ccccc12)c1ccc(Cl)cc1	1.1	3	-0.4	-10	-4	-3	100	5.7	0	112
COc1cc(C2C(C(=O)c3cccs3)=C(O)C(=O)N2Cc2ccco2)cc(OC)c1OC (configuration not stated)	1	-18	-0.2	9	-7	18	102	2.7	-2	98
O=C(CCC(=O)OCC(=O)c1ccc([N+](=O)[O-])cc1)NC1CCCCC1	1.1	-6	-0.1	-18	1	6	97	0.7	4	115
O=C1CCC(N2C(=O)c3ccccc3C2=O)C(=O)N1 (configuration not stated)	2.2	-33	0.1	2	7	33	97	0.8	2	100
N#C/C(=C\c1ccco1)C(=O)Nc1cccc2ncccc12	1.1	6	-0.3	12	-2	-6	93	1.3	8	92
O=C(N/N=C/C(Br)=C/c1ccccc1)c1cc(-c2ccco2)[nH]n1	1.4	12	0.1	5	-2	-11	105	6.0	-5	101
CCC(C)NC(=O)C1CCN(S(=O)(=O)N2CCC3(CC2)OCCO3)CC1 (configuration not stated)	1.3	-18	-0.5	-3	-6	18	105	0.8	-9	107
Cc1ccc(-c2noc(C3CCN(C(=O)Nc4ccc(C#N)cc4)CC3)n2)o1	0.64	1	-0.3	28	-4	-1	85	-0.5	17	81
COC(=O)CCc1nc2c(C#N)c(-c3ccc(Cl)cc3)ccn2n1	1	0	-0.2	10	-3	0	94	1.8	6	96
COC(=O)c1ccc(C2/C(=C(/O)c3ccc(OC(C)C)cc3)C(=O)C(=O)N2c2cc(C)on2)cc1 (configuration not stated)	0.93	-8	-0.2	-15	0	8	99	7.0	1	113
COc1ccc([N+](=O)[O-])cc1N(CC(=O)NCCSc1ccc(C)cc1)S(C)(=O)=O	1.1	4	-0.1	6	-5	-4	103	2.7	-6	99
Cc1cc(C)c(NC2=CC(=O)CC(C)(C)C2)c(C#N)c1	1	-13	-0.1	0	2	13	105	2.7	-5	102
Next part.
SMILES	NF-kB neuron act	APP 5UTR inh	Hsp70 activator	STAT3 inh	FLuc inh counter	APP 5'UTR act	STAT1 activator	RAM network inh	STAT1 inh	STAT3 act
CCOC(=O)c1ccc(NC(=S)N(Cc2cccnc2)Cc2ccco2)cc1	1.1	-16	-0.3	22	0	16	92	-0.8	8	88
CCN(c1ccccc1)S(=O)(=O)c1ccc(OC)c(OC)c1	1	nt	-0.2	-14	-4	nt	89	-0.9	7	112
O=C(Nc1ccc2c(c1)OCO2)C1CCN(C(=O)c2ccc([N+](=O)[O-])cc2)CC1	1.1	3	0.2	8	-6	-3	98	1.5	3	100
CCc1nnc(NC(=O)c2c(OC)cccc2OC)s1	1.6	10	0.2	-3	-1	-10	104	0.9	-4	105
O=C(c1ccc2c(=O)n3c(nc2c1)CCCCC3)N1CCN(Cc2ccccc2)CC1	0.91	11	-0.3	7	-10	-11	97	1.6	7	94
O=C(c1cc(-c2ccncc2)nc2ccc(Cl)cc12)N1CCN(Cc2ccc3c(c2)OCO3)CC1	0.47	-10	-0.1	3	-2	10	99	-0.5	-2	102
CCOC(=O)c1c(C)[nH]c(C)c1C(=O)COC(=O)[C@@H]1CCCN1S(=O)(=O)c1ccc(Cl)cc1	0.91	0	-0.1	-4	-3	0	99	0.8	1	106
COC(=O)c1c(NC(=O)c2ccc(C)cc2)sc(Cc2ccccc2)c1C	1.1	1	-0.1	4	-4	-1	104	14*	-4	103
O=C1CSCC(=O)N1c1ccccc1	1	nt	-0.2	4	4	nt	99	-0.4	8	97
CC1Oc2ccccc2N(CC(=O)NCc2cccs2)C1=O (configuration not stated)	1.3	6	-0.1	-5	0	-6	101	1.1	-2	110
CN(C)c1ccc(CN(C)C2CCCCC2)cc1	1	-10	-0.3	6	-6	10	97	0.9	3	94
Cc1occc1C(=O)Nc1cccc(C(=O)O)c1	1.4	-34	-0.3	-4	0	34	98	0.5	2	101
COc1ccccc1N1CCN(C(=O)c2c(-c3c(Cl)cccc3Cl)noc2C)CC1	0.76	1	0.0	-6	-4	-1	105	0.5	-5	109
Cc1c(C(=O)N(C)C)sc2nc(-c3ccccn3)[nH]c(=O)c12	1.4	-2	0.0	-1	8	2	110	0.0	-11	104
COC(=O)c1c(NC(=S)NC(=O)c2ccco2)sc2c1CCCC2	1.1	-3	-0.2	-7	-13	3	108	4.0	-9	105
O=C(CCS(=O)(=O)c1cccc2nonc12)N1CCN(c2ccc(F)cc2)CC1	1.2	-2	-0.2	1	-3	2	97	0.9	2	104
Cc1ccccc1OCc1nc(-c2ccc(Br)o2)no1	1.6	-16	0.1	12	-2	17	111	-1.2	-12	98
Cc1ccc(C(=O)c2sc3nc4c(cc3c2N)CCC4)cc1	1.2	-192	-0.2	13	4	192*	100	5.8	0	89
OCCC1CN(CC(c2ccccc2)c2ccccc2)CCN1C1CCCC1 (configuration not stated)	0.76	6	-0.2	0	-1	-5	101	0.6	-3	102
Cc1ccc(C2CCN(C(=S)NC(C)(C)C)C2)cc1 (configuration not stated)	1.4	-28	0.1	6	0	28	128	1.2	-33	99
CCOc1cc(CNc2ccc(Br)cc2)cc(Br)c1OCC(=O)NC(C)(C)C	0.91	-10	-0.5	16	-13	10	98	8.0	2	91
COc1ccc(Nc2nnc(SCC3CCCO3)s2)cc1 (configuration not stated)	2	-26	0.1	1	28	26	105	-0.4	-4	100
Cc1ccc2c(C)nc(Nc3nc(CSc4nnnn4-c4ccccc4)cc(=O)[nH]3)nc2c1	0.81	-9	-0.3	4	2	9	99	3.7	2	102
COC(=O)c1ccccc1NC(=O)COc1ccccc1	1.3	14	1.6	10	4	-14	101	2.0	-1	95
Cn1c(=O)c2c(nc(SCC(=O)N3CCCc4ccccc43)n2C)n(C)c1=O	nt	8	-0.5	4	nt	-8	82	nt	19	96
The list continues:
SMILES	NF-kB neuron act	APP 5UTR inh	Hsp70 activator	STAT3 inh	FLuc inh counter	APP 5'UTR act	STAT1 activator	RAM network inh	STAT1 inh	STAT3 act
Cc1ccc(-c2cc(C(F)F)n3ncc(C(=O)Nc4c(C)nn(Cc5ccccc5Cl)c4C)c3n2)cc1	0.96	2	-0.3	14	-7	-2	92	6.0	10	95
CCOC(=O)c1ccc(N2Cc3ccccc3C2)cc1O	1.5	-21	0.1	10	10	21	97	0.0	3	94
CCOC(=O)N1CCN(C(=O)c2ccc3c(=O)n4c(nc3c2)CCCCC4)CC1	1.1	-9	0.0	3	0	9	109	3.6	-10	101
CCC(C)(C)n1nnnc1C(c1cc2ccc(OC)cc2[nH]c1=O)N1CCc2ccccc21 (configuration not stated)	0.9	-2	-0.5	-17	-1	2	103	8.0	-4	117
Cc1nc(N)sc1C(=O)N/N=C/c1ccccc1[N+](=O)[O-]	1.5	-76	0.3	6	11	76	156*	2.8	-61	101
COc1ccc(C(=O)N2CCCC(C(=O)N3CCCCCC3)C2)cc1 (configuration not stated)	1	-5	-0.3	12	-9	5	101	0.5	-1	93
CCC1(COC(=O)Nc2cccc(Cl)c2)COC1	1.4	-17	0.5	13	-2	17	107	1.1	-8	98
COc1ccc(C2CC(c3ccc([N+](=O)[O-])cc3)=NN2C(=O)c2ccccc2)cc1OC (configuration not stated)	1.1	-2	-0.3	17	-7	2	99	1.4	0	91
CNC(=S)N/N=C/c1ccccc1Cl	1.1	-22	-0.4	17	5	22	97	0.4	3	88
CCOC(=O)CC1=NC(=O)CS1	1.2	3	-0.2	-5	-7	-3	100	2.4	-2	108
Cc1ccccc1NS(=O)(=O)c1cc(C(=O)Nc2ccccc2-c2ccccc2)ccc1Cl	1.6	-2	-0.2	6	-5	2	92	5.6	9	103
CC(C)NC(=S)NCc1cccs1	1.1	1	-0.1	21	-6	-1	95	1.1	5	90
Cc1ccccc1OCC(=O)NN1Cc2ccccc2C1=N	1.7	14	-0.4	4	-7	-14	102	4.3	-3	96
COC(=O)C1=C(C)NC2=C(C(=O)C(C(=O)OC)C(c3ccc(OC)cc3)C2)C1c1ccccn1 (configuration not stated)	1.3	4	-0.3	5	-6	-4	95	-0.4	6	102
CCc1nnc(NC(=O)CSc2ccc(-c3cccs3)nn2)s1	1.1	5	0.3	-3	8	-5	101	4.3	-3	104
Cn1c(=O)c2c(ncn2CC(=O)OCC(=O)Nc2ccccc2Cl)n(C)c1=O	1.1	-15	-0.3	-6	0	15	100	1.1	0	104
CCOc1ccc(-c2cc3cc(OC)c(OC)cc3c(C)n2)cc1	1.1	-7	-0.3	25	-2	7	106	1.9	-7	81
O=C(N/N=C1\SCC(=O)N1CCc1ccccc1)c1cccs1	1.1	-13	0.0	6	-5	13	94	1.8	5	98

High-throughput results deposited in PubChem by several laboratories.
